TTR transcr act = increases transthyretin transcription; SH-SY5Y TTR promoter Gaussia luciferase, luminescence; 100% = recombinant luciferase protein wells; activation, % at 16.7 µM; 1.3% of 92,000 active; AID 1117267;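 active = activation above the mean of all tested compounds plus 3 SD, cut at about 9.5% in these data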;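 note: cells exposed to compounds for one day before reading; 0% = median of all test compound wells on the plate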
* marks the source's active call; other numbers are inactive results; & = joins results of further samples.

SMILES	TTR transcr act
CCCCn1c(=O)c(C(=O)NCc2ccccc2OC)c(O)c2ccccc21	4.5
Cc1ccc2c(c1)NP(=S)(Oc1ccccc1)N2 (centres undefined)	-0.3
COC(=O)CC1(CC(=O)OC)C(=O)NC(=O)NC1=O	-0.6
COc1ccc(S(=O)(=O)Cc2ccc(C(=O)N3CCC4(CC3)OCCO4)o2)cc1	5.0
O=C1NC(=O)N(c2ccccc2)C(=O)/C1=C\c1ccccc1[N+](=O)[O-]	4.1
c1cncc(C2Nc3cccc4cccc(c34)N2)c1	0.5
CN1C(=O)N(C)C(=O)C2(Cc3ccccc3N3CCOCC32)C1=O (centres undefined)	1.3
CCC12CN3CCN(CC(C3)/C1=N/NC(=O)c1ccncc1)C2	-1.8
CCOC(=O)C(O)(c1ccc(NC(=O)c2ccc(Cl)c(Cl)c2)cc1)C(F)(F)F (centres undefined)	1.2
O=C1c2cccc3cccc(c23)C(=O)N1/N=C/c1c(O)n(-c2ccccc2)c(=O)[nH]c1=O	3.5
CCN(CC)S(=O)(=O)c1ccc(C)c(NCC(=O)Nc2ccc(C#N)c(Cl)c2)c1	-0.6
CC(=O)N1Cc2cnnn2-c2ccccc2C1(C#N)Cc1ccccc1 (centres undefined)	-2.0
CCC1(CC(C)C)C(=O)NC(=S)NC1=O	-0.4
COC(=O)C1=C(c2ccc(-c3ccccc3)c(F)c2)C[C@@H]2CC[C@H]1N2C(=O)N1CCc2cc(OC)c(OC)cc2C1	-6.8
C(#CCN1CCOCC1)COC/C=C/c1ccccc1	-1.9

Not a retest: entries from further up.
SMILES	TTR transcr act
CCCCn1c(=O)c(C(=O)NCc2ccccc2OC)c(O)c2ccccc21	4.5
Cc1ccc2c(c1)NP(=S)(Oc1ccccc1)N2 (centres undefined)	-0.3

An excerpt of these results, as labelled records.
CN1C(=O)N(C)C(=O)C2(Cc3ccccc3N3CCOCC32)C1=O (centres undefined)
  TTR transcr act: 1.3

CCC12CN3CCN(CC(C3)/C1=N/NC(=O)c1ccncc1)C2
  TTR transcr act: -1.8

CCOC(=O)C(O)(c1ccc(NC(=O)c2ccc(Cl)c(Cl)c2)cc1)C(F)(F)F (centres undefined)
  TTR transcr act: 1.2

Additional results.
SMILES	TTR transcr act
O=[N+]([O-])[N-][n+]1cnn(Cc2ccc(Cl)cc2)c1	0.1
COc1ccc(CC2C(=O)N(C)C(=O)N(C)C2=O)c(OC)c1	3.4
CS(=O)(=O)c1ccc(C2=C(CNC(=O)c3ccc([N+](=O)[O-])cc3)[C@H]3CC[C@@H](C2)N3Cc2ccccc2)cc1	9.1
CCC(C#N)(CC)P(=S)(c1ccccc1)c1ccccc1	1.5
O=C(O)C1C2CCC(O2)C1C(=O)NC1CCCCC1 (centres undefined)	-0.3
CCCSc1nc(O)c(CC)c(=O)n1C(C)CC (centres undefined)	5.0
CN1C(=O)C(Cc2ccccc2)C(=O)N(C)C1=O	0.3
O=C1/C(=C\c2ccc(Cl)cc2Cl)N2CCC1CC2	2.8
O=C(Nc1ccc2ccccc2c1)N1C[C@H]2C[C@@H](C1)c1cccc(=O)n1C2	2.2
CCOc1ccc2[nH]c(=O)c(CN(CCO)C3(c4nnnn4C4CCCCC4)CCCCC3)cc2c1	9.1
N#CC1(c2ccccc2)CCN(C2CC(=O)N(c3ccc4c(c3)OCO4)C2=O)CC1 (centres undefined)	0.6
O=P1(Nc2cccnc2)COc2ccccc2OC1	-0.9
O=C(c1ccco1)N1Cc2ccccc2-n2nncc2C1	0.1
Cc1ccc(C(=O)Nc2ccc(Cl)cc2C(=O)c2ccccc2)cc1	0.4
COc1ccc(Cn2c(O)c(/C=N/NC(=O)c3ccccc3)c(=O)[nH]c2=O)cc1	0.1
C=CC1C[N+]2(C)CCC1CC2C(O)c1ccnc2ccccc12 (centres undefined)	0.4
COc1ccc(C=C2C(=O)N(C)C(=O)N(C)C2=O)cc1COc1ccc(NC(C)=O)cc1	-0.6
CCOC(=O)C1(CCOc2ccccc2)CCN(C2Cc3ccccc3C2)CC1	-0.2
CS(=O)(=O)c1ccc(C2=C(CNC(=O)c3cccnc3)[C@H]3CC[C@@H](C2)N3Cc2ccco2)cc1	0.7
c1cc2c(cc1N1CCOCC1)CNCc1cnnn1-2	-0.6
Fc1ccccc1CN1CCN(c2ccc(Cl)cc2)CC1	1.6
O=C(c1cc2ccccn2n1)N1CCC2(CC1)OCCO2	0.1
COC(=O)C(O)(c1ccc(NC(=O)c2cccs2)c(C)c1)C(F)(F)F (centres undefined)	3.7
CCOC(=O)C1=C(NC(=S)NC(=O)c2ccccc2)c2ccccc2CC12CCCC2	-3.0
CCCCn1c(=O)c(C(=O)NCCc2ccccc2)c(O)c2ccccc21	3.6
CCc1nc2ccccc2c(=O)n1-c1ccc2ccccc2c1	2.1
O=C(Cc1ccccc1)OCCN1CCOCC1	-1.6
O=C1NC(=O)N(Cc2ccccc2)C(=O)/C1=C/N1CCCc2ccccc21	2.3
O=C(c1ccc2c(c1)ncn2-c1ccc(F)cc1F)N1CCC2(CC1)OCCO2	-0.8
O=C1/C(=C/c2ccccc2Cl)N2CCC1CC2	-0.8

Some of these compounds in order of SMILES length, lowest first:
SMILES	TTR transcr act
c1cc2c(cc1N1CCOCC1)CNCc1cnnn1-2	-0.6
Fc1ccccc1CN1CCN(c2ccc(Cl)cc2)CC1	1.6
CCOC(=O)C1(CCOc2ccccc2)CCN(C2Cc3ccccc3C2)CC1	-0.2

The list continues:
SMILES	TTR transcr act
Cc1ccsc1C(=O)C1CCCN(Cc2cnc(N3CCOCC3)s2)C1 (centres undefined)	-1.3
COC(=O)C1=C(c2ccccc2OCc2ccccc2)C[C@@H]2CC[C@H]1N2C(=O)NC1CCN(Cc2ccccc2)CC1	-5.9
COc1ccc(C2NCc3ccccc3-n3cccc32)cc1 (centres undefined)	2.3
COc1ccc(CCNCc2sccc2C)cc1	0.9
Nc1cncc(C(=O)O)c1	-0.7
O=C(c1cccn2c(=O)c3cc(Cl)ccc3nc12)N1CCC2(CC1)OCCO2	5.8
CCCOC(=O)C1C2CCC(O2)C1C(=O)O (centres undefined)	-1.4
Nc1c(C(=O)OC2CCCCC2)c2nc3ccccc3nc2n1CC1CCCO1 (centres undefined)	-1.4
COc1cccc(C(=O)N2CCC3(CC2)OCCO3)c1	1.9
C1CCCN(C2CCNCC2)CC1	0.5
COc1cccc(C(=O)C2CCCN(Cc3cccc(C)n3)C2)c1 (centres undefined)	3.4
O=P(O)(Oc1ccccc1)c1ccccc1	1.5
CCC1(CCc2ccncc2)C(=O)NC(=O)NC1=O	3.0
CC12CCC3C(CC=C4CC5(CCC43C)OCCO5)C1CCC2=O (centres undefined)	0.3
Cc1ccc(CN2Cc3ccc(Br)cc3-n3nncc3C2)cc1	-1.0
O=C1CN=C(c2ccccc2)c2cc(Cl)ccc2N1	1.6
CCOP(=O)(C(NC(=O)c1ccccc1Cl)=C(Cl)Cl)c1ccccc1 (centres undefined)	0.2
CCC12CCN(CC3(O)CC3)C(Cc3ccc(O)cc31)C2(C)C (centres undefined)	3.9
Cc1ccc(CC(=O)N2CCN(C)CC2)cc1	-0.3
O=C(COc1ccc(Br)cc1)N1CCN(Cc2c[nH]c3ccccc23)CC1	-5.1
CC1C=CCCC12C(=O)NC(=O)NC2=O (centres undefined)	-0.2
CCCCCCC[n+]1ccc(-c2cc[n+](CCCCCCC)cc2)cc1	0.4
COC(=O)C1=C(c2ccc(Cl)c(C(F)(F)F)c2)C[C@@H]2CC[C@H]1N2C	-2.0
CC[C@]12CCN(CC3(O)CC3)[C@H](Cc3ccc(O)cc31)C2(C)C	1.9
N=C1c2ccccc2CN1c1cccc([N+](=O)[O-])c1	0.5
CC(C)(C)N1CC(C(=O)c2ccccc2)C1c1ccccc1 (centres undefined)	1.5
c1ccc(N2Cc3ccccc3-n3nncc3C2)nc1	-1.0
CSc1nc(Cl)c(Br)c(N2CC2)n1	1.0
CCOc1ccccc1CN1CCCC(C(=O)c2cc(F)ccc2F)C1 (centres undefined)	0.8
CCN(CC)S(=O)(=O)N1CCC(C(=O)N2CCC3(CC2)OCCO3)CC1	0.6
CC(=O)Nc1ccccc1C(=O)OCc1ccc(C(=O)c2ccccc2)cc1	-3.8
Nc1ccc2c(c1)oc1ccccc12	-0.8
COc1ccc(-c2n(-c3ccccn3)c3ccccc3[n+]2-c2ccccn2)cc1	-0.1
COc1ccc(-c2cc(=NCCCCCC(=O)O)c3cc(C)ccc3o2)cc1	6.1&1.8
Cc1ccc2c(c1)C1CN(C)CCC1N2C(=O)/C(C#N)=C/c1ccc2c(c1)OCO2 (centres undefined)	-0.8
Cc1cccc(-n2c(C)nc3ccc(Cl)cc3c2=O)c1	0.6
Cc1ccc2c(CN3CC=C(c4ccccc4)CC3)cc(=O)oc2c1C	1.1
COc1ccc(C2CN(C)CC2C(=O)c2ccc(F)cc2)cc1Cl (centres undefined)	1.2
O=C(NCc1ccc(C(=O)N2CCC3(CC2)OCCO3)cc1)c1ccc2c(c1)OCO2	-1.7
CCN1CCN(CC(c2ccccc2)c2ccccc2)CC1	-3.8
O=c1c2ccccc2nc(-c2ccccc2)n1-c1ccccc1	-0.1
Cn1cc(C(=O)OCC(=O)Nc2ccccc2)c2ccccc21	-0.6
COC(=O)C1=C(c2ccc(Cl)c(C(F)(F)F)c2)C[C@@H]2CC[C@H]1N2C(=O)NCc1cc(C)oc1C(F)(F)F	-0.5
O=S(=O)(c1ccc(Cl)cc1)N1Cc2cc(Br)ccc2-n2nncc2C1	0.2
CCOc1ccccc1OCC(=O)Nc1ccc(Cl)cc1C(=O)c1ccccc1	-1.3
O=C1NC(=S)NC(=O)C1=Cc1ccc(OCc2ccccc2)cc1	-0.1
O=c1[nH]c(=S)n(-c2ccccc2Cl)c(O)c1C=NCCN1CCNCC1	2.2
CN(C)c1ccc(/C=C2/C(=N\O)C3CCN2CC3)cc1	-0.9
Cc1ccccc1-n1c(CNc2ccccc2)nc2ccccc2c1=O	1.9
CN1C(=O)NC(=O)C(C)(C2=CCCCC2)C1=O (centres undefined)	1.6
CCOC(=O)C1=C(N)Oc2c(c(=O)oc3ccccc23)C12C(=O)N(C)c1ccccc12 (centres undefined)	1.6
CC1(C)N=C(c2ccccc2)[C@@H]2C(c3ccc([N+](=O)[O-])cc3)N21 (some centres undefined)	-0.2
COc1cc(C2SCC(=O)Nc3c2c(=O)[nH]n3C2CCCCCC2)cc(OC)c1OC (centres undefined)	-0.5
Cc1ccc(S(=O)(=O)c2nc(-c3ccccc3Cl)oc2N(C)C2CCN(C)CC2)cc1	0.0
CCc1ccc2c(CN3CC=C(c4ccccc4)CC3)cc(=O)oc2c1	2.1
COC(=O)C1=C(c2ccc(OC)c(OC)c2)C[C@@H]2CC[C@H]1N2C(=O)NCc1cccc2ccccc12	-2.7
COc1ccccc1CCNCc1cc2c(cc1[N+](=O)[O-])OCO2	1.6
COc1ccc(N=Cc2c(O)n(CC3CCCO3)c(=O)[nH]c2=O)cc1 (centres undefined)	2.6
CCOC(=O)c1cc2c(cn1)[C@H](CCO)NC2	0.8
CCCC(C)C1(CC)C(=O)NC(=Nc2ccc(F)cc2)NC1=O (centres undefined)	0.0

Of the compounds above, these contain an aryl thioether with sulfur outside any ring:
SMILES	TTR transcr act
CCCSc1nc(O)c(CC)c(=O)n1C(C)CC (centres undefined)	5.0
CSc1nc(Cl)c(Br)c(N2CC2)n1	1.0

New compounds follow:
SMILES	TTR transcr act
CCOC(=O)c1cccc([P+](=O)O)c1	7.5
Fc1cccc(-c2ccc3c(c2)CN(c2cccc(Cl)c2)Cc2cnnn2-3)c1	-2.8
O=c1[nH]c(=O)n(Cc2ccco2)c(O)c1C=NCCCn1ccnc1	3.8
Oc1cc2c(cc1CN1CCN(c3ccccc3F)CC1)OCO2	0.4
Cc1cc(OC(C)C(=O)NCC2CCC(C(=O)O)CC2)c2c3c(c(=O)oc2c1)CCC3 (centres undefined)	3.2
COc1ccc2c(C)c(CC(=O)N3C[C@H]4C[C@@H](C3)c3cccc(=O)n3C4)c(=O)oc2c1	0.9
Nc1ccc(CC2=NCCN2)cc1	0.0
O=C(NC(Cc1cnc[nH]1)C(=O)O)c1ccccc1 (centres undefined)	1.9
N#CC1c2ccccc2-n2nncc2CN1C(=O)c1ccccc1F (centres undefined)	-0.5
COCCCNC(=O)c1c(N)n(Cc2ccco2)c2nc3ccccc3nc12	-2.2
COc1cccc(C2=NOC(C(=O)N3CCC4(CC3)OCCO4)C2)c1 (centres undefined)	1.5
CC1C2Cc3ccc(O)cc3[C@]1(C)CCN2CCc1ccccc1 (some centres undefined)	-1.1
O=c1[nH]c(=S)n(C2CC2)c(O)c1C=NCc1ccc(F)cc1	1.5
C=CCN1Cc2ccccc2-n2nncc2C1	-1.1
CCCCCCn1c(O)c(C=NCCN2CCOCC2)c(=O)[nH]c1=O	3.8
O=C(Nc1ccccc1)NC1CC2CCC(C1)N2 (centres undefined)	-0.3
CC1NC(=O)NC(=O)C1Br (centres undefined)	-0.5
Cc1ccc(CN2C3CCCC2CC(NC(=O)Nc2cccc(F)c2)C3)cc1 (centres undefined)	-2.9
CCCCn1c(N)c(C(=O)OCCOC)c2nc3ccccc3nc21	0.9
C1CN(P2(N3CC3)=NP(N3CC3)(N3CC3)=NP(N3CC3)(N3CC3)=N2)CCO1 (centres undefined)	0.7
O=C(Nc1ccccc1)c1c(O)c2c(n(Cc3ccco3)c1=O)CCCC2	-0.4
N#CCC(=O)NN1Cc2ccccc2C1=N	3.3
Cc1ccc(S(=O)(=O)Oc2ccccc2C=C2C(=O)N(C)C(=O)N(C)C2=O)cc1	1.9
Cc1cccc(N2C(=O)CC(=O)NC2=O)c1	-0.2
CC(O)(CS(=O)(=O)c1ccccc1)C(=O)Nc1cccc(C(F)(F)F)c1 (centres undefined)	-0.1
COc1ccc(C(=O)Nc2cccc(S(=O)(=O)NCc3ccco3)c2)cc1	10.7*
S=C(NCCc1ccccc1)N1Cc2cc(N3CCOCC3)ccc2-n2nncc2C1	0.1
CCC(C)NC(=O)CN1C(=O)CN=C(c2ccccc2)c2ccccc21 (centres undefined)	0.0
O=C1NC(=O)C(Cc2ccccc2)(Cc2ccccc2)C(=O)N1	0.5

High-throughput results as filed in PubChem.

Some of the compounds tested; the hit share may differ from the screen's.
